UTI89 phage lysis = inhibition of K1F phage lysis, E. coli UTI89, bacterial capsule biogenesis inhibitors, alamar blue (AID 488966). 340,000 compounds, 0.02% hits. inhibition, % at 100 µM, or IC50 in µM where a hit was titrated. E. coli UTI89 K1F phage lysis, alamar blue, 2 h; higher % means a stronger effect;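 active = phage lysis inhibition, versus mean bacterial control, above a set limit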;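 also: capsule biogenesis inhibitors block K1F phage lysis so surviving cells raise fluorescence; higher fluorescence means more inhibition of phage lysis; actives were called in the ten point dose series up to 300 µM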
* marks the source's active call; other numbers are inactive results; [ ] = dose if it differs, or a comment. An excerpt; count on the stated rates, not on these rows.

SMILES	UTI89 phage lysis
CC(C)[C@H](NC(=O)c1ccccc1)C(=O)NCCc1ccccc1	0.0%
O=C(COc1ccccc1Br)NC(=O)NC1CCCC1	1.5%[50 µM]
Cc1cc(C)n2nc(C(=O)OCC(=O)Nc3ccc(C)c(S(=O)(=O)N(C)C)c3)nc2n1	0.5%[50 µM]
O=C(Nc1ccccc1C(=O)Nc1ccncc1)c1cccc([N+](=O)[O-])c1	2.2%[50 µM]
CN(C)CCNC(C(=O)Nc1cccc(S(=O)(=O)N2CCOCC2)c1)c1ccccc1 (stereo not given)	-0.1%[50 µM]
COCCN1CCN(C(=O)C2CCC(=O)N(Cc3ccccc3F)C2)CC1 (stereo not given)	1.4%[50 µM]
C=CC(=O)Nc1cccc(N(C)c2ccnc(Nc3ccc(N4CCN(C)CC4)cc3)n2)c1	14%
COc1ccc(-c2nn(CCC#N)cc2C(=O)Nc2cccc(C(=O)O)c2)cc1[N+](=O)[O-]	0.4%
COc1ccc(-c2noc(N3CCC(C(=O)Nc4cc(OC)ccc4OC)CC3)n2)cc1	0.3%
CC(=O)Nc1ccc(/C(C)=N/NC(=O)c2ccc(COc3ccccc3Cl)o2)cc1	-1.5%
CCOC(=O)c1c(NC(=O)CSc2ncccn2)sc2c1CC(C)(C)NC2(C)C	-0.7%[50 µM]
Cc1cccc(NS(=O)(=O)c2cc3c(cc2C)N(C)CCO3)c1	7.4%
O=C(Nc1cccc(-c2cccc(Cl)c2)c1)C1CCN(Cc2ccc(CO)o2)CC1	-0.1%
O=C(CCNS(=O)(=O)c1ccccc1)NCC1CCCCC1	1.4%[50 µM]
O=S1(=O)c2ccc(Br)cc2N2CC[C@H](C2)N1Cc1ccc(Cl)cc1	-0.3%
Cc1cccc(NC(=S)NCc2ccccc2)c1C	0.1%
CCc1ccc2nc(NC(=O)C3CSC4(C)CCC(=O)N34)sc2c1 (stereo not given)	0.4%[50 µM]
COC(=O)CCCC(=O)NC1CC(C)(C)Cc2c1cnn2-c1ccc(C)cc1 (stereo not given)	1.0%
COc1ccc(C)c(NC(=O)NCCc2cnc[nH]2)c1	0.4%
COc1cccc(CN(C)C(c2ccccc2)c2ccccc2)c1OC	0.0%
O=C(CCNC(=O)c1ccc(Cl)cc1)NCc1ccco1	-2.5%
O=C(CSC(=S)N1CCCC1)N1CCN(S(=O)(=O)c2ccccc2F)CC1	1.4%[50 µM]
Cc1ccc(S(=O)(=O)N2CCC(C(=O)OCC(=O)N(C)Cc3ccccc3)CC2)cc1C	0.1%[50 µM]
CCOc1ccc(S(=O)(=O)NCc2cccs2)cc1C(C)C	1.1%[50 µM]
Cc1ccc(S(=O)(=O)N(CC2CO2)c2cccc([N+](=O)[O-])c2)cc1 (stereo not given)	-0.5%

More entries:
SMILES	UTI89 phage lysis
COc1ccccc1-c1cn(-c2ccccc2)c(=S)[nH]1	0.2%
CC1CN(C(=S)SCC(=O)c2ccc([N+](=O)[O-])cc2)CC(C)O1 (stereo not given)	0.1%
CCCN(CC(=O)Nc1ccccc1C)C(=O)C1CCN(S(=O)(=O)c2cccc(C(F)(F)F)c2)CC1	0.9%[50 µM]
O=C(COc1ccccc1)NCC(=O)N/N=C/c1ccc(Cl)cc1	2.4%[50 µM]
CCN1C(=O)N(C)[C@@H](c2ccccc2)C(C(C)=O)=C1C	-0.6%
CC1CCC(NCCNC(=O)c2ccco2)CC1 (stereo not given)	-0.1%
CSCc1ccc(C(=O)OCc2nc3ccccc3s2)o1	-1.5%
CCCCn1c(SCC(=O)Nc2oc(C)c3c(C)n[nH]c(=O)c23)nc2cc(S(N)(=O)=O)ccc21	1.8%[50 µM]
COc1ccc(Cl)cc1NC(=O)C1Cc2cc(S(=O)(=O)N3CCCC3)ccc2N1C(C)=O (stereo not given)	0.5%
CCN(CC)S(=O)(=O)c1ccc(=O)n(CC(=O)N2CCCc3cc(C)ccc32)c1	0.6%[50 µM]
Cc1ccccc1/C=C1\C(=O)Nc2ccc(F)cc21	0.0%
Cc1ccc(NS(=O)(=O)c2c(F)cc(F)c(Cl)c2F)cc1S(=O)(=O)N1CCOCC1	-3.6%
O=C(CCc1nc2ccccc2c(=O)[nH]1)Nc1cc(C(F)(F)F)ccc1N1CCCC1	0.3%
O=C(O)c1c(Cl)cccc1Cl	1.0%
Cc1ccc(C(C)(C)C)c(SCC(=O)Nc2nnc(C)s2)c1	0.2%
COc1cc(C(C(=O)NC2CCCC2)N(C(=O)c2snc(C(N)=O)c2N)C2CCCC2)cc(OC)c1OC (stereo not given)	0.7%
Cc1ccc(S(=O)(=O)N2CCOCC2)cc1C(=O)Nc1ccc(N2CCCCCC2)cc1	1.3%[50 µM]
CCOc1ccc(NC(=O)CSc2nc3ccsc3c(=O)n2CCC(=O)O)cc1	0.1%
CCOc1ccccc1CN1CCN(Cc2cc(=O)c3ccccc3[nH]2)CC1CCO (stereo not given)	-0.2%
O=C(C[n+]1cccc2ccccc21)c1ccc(Br)cc1	0.7%
Cc1ccc(C(=O)c2c3ccc(C(F)(F)F)cc3nn2CCC(N)=O)cc1	-0.9%
COc1cccc(Nc2ncnc3sccc23)c1	-0.2%
CCOc1ccccc1CN1CCN(CC2CC2)CC1CCO (stereo not given)	-0.4%
COC(=O)[C@]1(Cc2ccccc2)N[C@H](CN(C)S(=O)(=O)c2ccc(OC(F)(F)F)cc2)[C@@H]2C(=O)N(C)C(=O)[C@@H]21	0.7%
COc1ccc([N+](=O)[O-])cc1NC(=O)COC(=O)Cn1cnc2ccccc2c1=O	0.2%[50 µM]

The closing five records of the section above open the next one.
SMILES	UTI89 phage lysis
Cc1ccc(C(=O)c2c3ccc(C(F)(F)F)cc3nn2CCC(N)=O)cc1	-0.9%
COc1cccc(Nc2ncnc3sccc23)c1	-0.2%
CCOc1ccccc1CN1CCN(CC2CC2)CC1CCO (stereo not given)	-0.4%
COC(=O)[C@]1(Cc2ccccc2)N[C@H](CN(C)S(=O)(=O)c2ccc(OC(F)(F)F)cc2)[C@@H]2C(=O)N(C)C(=O)[C@@H]21	0.7%
COc1ccc([N+](=O)[O-])cc1NC(=O)COC(=O)Cn1cnc2ccccc2c1=O	0.2%[50 µM]
CCCCCN(C(=O)CCC(=O)OCC(=O)N1CCC(C)CC1)c1c(N)n(CCCC)c(=O)[nH]c1=O	0.7%[50 µM]
COc1ccc(OC)c(CN2CCC(N3CCC(C(=O)NC4CC4)CC3)CC2)c1	0.8%[50 µM]
COc1cc(/C=C2\CCC(C3CCCC3)C2=O)ccc1OC(C)C (stereo not given)	-0.1%
CS(=O)(=O)c1ccc(Cl)c(NC(=O)C2CCCCN2S(=O)(=O)c2ccccc2)c1 (stereo not given)	0.8%[50 µM]
COc1ccccc1C(=O)c1c(C)c(CCC#N)n2ccccc12	0.2%
O=C(CCC(=O)c1ccc(Oc2ccccc2)cc1)Nc1ccc(C(=O)O)cc1	-1.0%
CCOc1nc(C)ccc1-c1noc(-c2cccnc2)n1	-0.2%
CC(C)N(CCCNC(=O)C1CCN(C(=O)c2cc3sccc3n2C)CC1)Cc1ccccc1	-0.5%
COCCN(C(=O)c1csnn1)C(C(=O)NC1CCCCC1)c1ccccc1 (stereo not given)	-0.6%
Cc1cc(Nc2ccccc2)nc(N2CCN(C(=O)c3ccc4c(c3)OCO4)CC2)n1	0.5%[50 µM]
CSCCC(NC(=O)c1cccc([N+](=O)[O-])c1)C(=O)OCC(=O)N1CCCC1=O (stereo not given)	1.2%[50 µM]
COCCCNC(=O)C1CC(=O)N(CCc2ccc(F)cc2)C1 (stereo not given)	-1.3%
CC(=O)Nc1cc2c3c(c1)CCC(=O)N3CCC2	0.2%
CC1CCCN(C(=O)c2ccc3ncsc3c2)C1 (stereo not given)	0.7%[50 µM]
Cc1ccc(C)c(OCCN2CCOCC2)c1	0.2%
COC(=O)[C@]1(C)N[C@H](CN(C)C(=O)NC(C)C)[C@@H]2C(=O)N(Cc3ccccc3)C(=O)[C@@H]21	0.2%
Cc1cc(C)c(NC(=O)CNC(=O)c2cc([N+](=O)[O-])ccc2N2CCOCC2)c(C)c1	1.7%[50 µM]
O=C(NCCN1CCOCC1)c1ccc(Cl)c(S(=O)(=O)N2CCCC2)c1	0.2%
CCOc1cc(/C=N/NC(=O)C(=O)NCc2ccc3c(c2)OCO3)ccc1OCC(=O)N1CCOCC1	0.2%
COc1ccc(/C=C(\NC(=O)c2ccc(OC)cc2)C(=O)Nc2cccc(C(=O)O)c2)cc1	-0.6%[50 µM]
O=c1cc2c(c(-c3ccccc3)n1Cc1ccccc1)[C@@H](CCO)NC2	0.0%
NC(=O)CC[C@H](NC(=O)c1ccc(Cl)cc1)C(=O)NNC(=O)COc1cccc(Br)c1	-3.2%
O=C(Cc1c(F)cccc1Cl)NNC(=O)c1ccc(Br)s1	-0.1%[50 µM]
CN(C1CCCCC1)S(=O)(=O)c1ccc(=S)[nH]c1	-0.2%[50 µM]
CC1CCCN(Cc2ccc(OCc3ccccc3)cc2)C1 (stereo not given)	0.1%

4 records drawn at random from the list so far, as already listed:
SMILES	UTI89 phage lysis
O=c1cc2c(c(-c3ccccc3)n1Cc1ccccc1)[C@@H](CCO)NC2	0.0%
COc1ccccc1C(=O)c1c(C)c(CCC#N)n2ccccc12	0.2%
CC(=O)Nc1cc2c3c(c1)CCC(=O)N3CCC2	0.2%
Cc1cc(Nc2ccccc2)nc(N2CCN(C(=O)c3ccc4c(c3)OCO4)CC2)n1	0.5%[50 µM]

(more compounds)
SMILES	UTI89 phage lysis
O=C1N[C@@H](Cc2ccccc2)COC(=O)[C@H](Cc2ccc(F)cc2)C/C=C\C[C@H]1CC(=O)N(CCO)Cc1ccccc1	-0.1%
Cc1ccccc1C(=O)c1cccn1CC(=O)NCc1ccccc1Cl	0.0%
COc1ccc(OC)c(NC(=O)CSc2sc3c(O)cc(=O)[nH]c3c2C#N)c1	0.3%
CC1=C(C(=O)OCCOC(C)C)C(c2cccc3ccccc23)NC(=O)N1 (stereo not given)	-0.4%
Cc1ccc2nc3[nH]c(=O)[nH]c(=O)c3c(N)c2c1	-4.9%
COc1ccc(Cl)cc1C(=O)Nc1ccccc1N1CCCCC1	0.2%
CCOC(=O)C1=C(COC(=O)/C=C/c2ccccc2)NC(=O)NC1C (stereo not given)	-1.4%
CCN(CC(=O)Nc1ccc(NC(C)=O)cc1)C(=O)c1cc2c(s1)CCCCC2	0.5%[50 µM]
COC(=O)C1=CO[C@@H](O)C2C(CO)=CCC12 (stereo not given in full)	-2.3%
COc1ccc(CNC(=O)c2cc(C3CC3)nc3c2cnn3C(C)C)cc1OC	0.3%[50 µM]
O=C1OCCN1c1ccccc1	-0.5%
O=C(NCCN1CCCCC1)Nc1ccc(Cl)cc1	0.2%
CCOc1cccc(C(=O)N/N=C/c2coc3ccccc3c2=O)c1	-0.3%
CCCOc1ccc(-c2cc3onc(-c4ccccc4)c3c(=O)n2C)cc1	1.7%
CCc1cccc(OCC(=O)N(C)CC(=O)Nc2cccc(F)c2)c1	1.6%[50 µM]
CC1C(=O)Nc2ccccc2N1C(=O)c1ccc(F)cc1 (stereo not given)	-0.2%
COc1ccc(OC)c(NC(=O)COc2coc(CN3CCc4ccccc43)cc2=O)c1	1.5%[50 µM]
CC(NC(=O)c1ccccc1NC(=O)CN1CCc2ccccc2C1)c1ccccc1 (stereo not given)	0.2%
O=C(Nc1ccc(Cl)cc1)N1CCOCC1	-0.5%
CCCn1c(N)c(N(CCOC)C(=O)c2ccccc2)c(=O)[nH]c1=O	0.1%
Nc1cnccc1Oc1cccc(C(F)(F)F)c1	0.9%
O=C(NCc1ccc2c(c1)OCO2)c1cc(-c2ccccc2)c(N2CCOCC2)s1	0.4%
C[C@H]1CN([C@@H](C)CO)C(=O)c2cccc(NC(=O)c3cnccn3)c2O[C@@H]1CN(C)S(=O)(=O)c1ccc(F)cc1	0.9%
c1cnc2nc3c4ccccc4c4ccccc4c3nc2c1	-2.5%
C[C@@H]1CCCCCCCCC(=O)OCCN[C@H](C)CCCCCCCCC(=O)OCCN[C@H](C)CCCCCCCCC(=O)OCCN1	-13%

Additional results follow:
SMILES	UTI89 phage lysis
COc1ccc(C(=O)N2CCN(c3ncccn3)CC2)cc1[N+](=O)[O-]	-0.1%
CC1OC(OC2C(CO)OC(OC3C(CO)OC(O)C(O)C3O)C(O)C2O)C(O)C(O)C1N[C@@H]1C=C(CO)[C@@H](O)C(O)[C@H]1O (stereo not given in full)	3.0%
COc1cccc(NC(=O)CN2C(=O)NC3(CCc4ccccc43)C2=O)c1 (stereo not given)	1.8%[50 µM]
COc1ccc2c3c(cccc13)OC2=O	0.1%
COC(=O)C1=CN(Cc2ccccc2)C=C(C(=O)OC)C1c1ccc(OC)c(OC)c1	-0.1%
C1CN(CCN2CCOCC2)CCN1	0.1%
CCC1CCCCN1CC(=O)Nc1ccc2c(c1)OCCO2 (stereo not given)	0.5%[50 µM]
Cc1ccc(S(=O)(=O)c2cc3c(=O)n4ccccc4nc3n(C)c2=N)cc1C	0.2%
COc1ccc(CCN(C)C(=O)c2cncc(Br)c2)cc1OC	-0.1%
O=C(O)COc1ccccc1C=NNC(=O)c1ccccc1NS(=O)(=O)c1cccs1	-2.1%
O=C(NC1CCCC1)C1CC(=O)N(c2ccccc2)C1 (stereo not given)	0.1%
Cc1cc(C)cc(N(CC(=O)NC2CCCCC2)C(=O)CCCC(=O)Nc2ccccn2)c1	-0.7%
Cc1cccc(-c2oc3ccccc3c2C#CCCCCO)c1	-1.1%

High-throughput results as filed in PubChem BioAssay.
